miR122 inh – miR-122 inhibition in Huh7 cells; Huh7 miR-122 Renilla luciferase sensor, 48 h; neutral wells = 0, positive control = 100; activation (reporter increase), % at 12.5 µM; 340,000 compounds, 0.3% hits; AID 602342;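 active = mean replicate activation score at least 90 and every replicate individually at or above 90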;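 also: higher luciferase means less miR-122 activity so hits act as miR-122 inhibitors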
ERp5 block – ERp5 (human) disulfide isomerase inhibition. AID 651711. ERp5 insulin aggregation, absorbance 650 nm, 90 min. 350,000 compounds, 0.05% hits. Q15084. inhibition, % at 9.99 µM;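 active = mean replicate inhibition above about 25%, with every replicate also reaching it, limit read from the data, passing the limit was not always enough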
Target sequence (Q15084 whole entry, looked up): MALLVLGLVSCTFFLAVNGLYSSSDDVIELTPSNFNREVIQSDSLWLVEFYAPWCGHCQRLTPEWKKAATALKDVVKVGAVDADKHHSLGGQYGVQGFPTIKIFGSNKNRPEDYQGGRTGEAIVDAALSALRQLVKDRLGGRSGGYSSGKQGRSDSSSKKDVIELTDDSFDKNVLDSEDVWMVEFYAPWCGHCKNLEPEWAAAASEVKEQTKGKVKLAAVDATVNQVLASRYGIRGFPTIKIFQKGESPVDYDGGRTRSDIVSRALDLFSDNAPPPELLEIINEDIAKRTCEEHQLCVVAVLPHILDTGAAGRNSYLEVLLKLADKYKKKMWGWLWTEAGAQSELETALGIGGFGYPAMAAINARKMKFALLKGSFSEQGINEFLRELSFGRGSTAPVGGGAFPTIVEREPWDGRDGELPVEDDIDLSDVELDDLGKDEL
esBAF inh – SWI/SNF esBAF complex inhibition. mouse ES cells, Bmi1-luciferase knock-in reporter, 24 h; 100% = twice the neutral-well signal. reporter increase, % at 12.5 µM. 350,000 compounds, 2% hits. AID 602393; in the data active = activation above about 40%;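 also: 0% = median of the plate's neutral control wells and 100% = double that signal; a rise in the Bmi1 reporter signal indicates esBAF inhibition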
SIRT5 block – inhibitors of human sirtuin-5 desuccinylase. Q9NXA8. inhibition, % at 15 µM. Purified SirT5, succinyl-peptide AMC, trypsin-coupled fluorescence. 330,000 compounds, 1.1% hits; in the data active = inhibition above about 15%
Target sequence (Q9NXA8 whole entry, looked up): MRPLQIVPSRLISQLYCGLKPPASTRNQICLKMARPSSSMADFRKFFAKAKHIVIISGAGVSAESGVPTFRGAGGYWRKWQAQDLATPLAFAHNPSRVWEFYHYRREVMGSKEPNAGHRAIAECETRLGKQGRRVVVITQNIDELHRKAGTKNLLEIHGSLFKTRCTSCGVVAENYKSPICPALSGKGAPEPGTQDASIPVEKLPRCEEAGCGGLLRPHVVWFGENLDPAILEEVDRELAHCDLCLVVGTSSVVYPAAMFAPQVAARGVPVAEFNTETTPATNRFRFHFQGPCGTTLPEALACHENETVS
C2C12 statin – suppression of simvastatin myotoxicity. C2C12 myotubes + simvastatin, ATP luminescence, 48 h; scaled: DMSO 0, geranylgeraniol control 100. rescue of ATP level, % at 7.49 µM. 330,000 compounds, 0.78% hits. AID 602340;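 active = mean ATP rescue above about 67%, or every replicate alone reaching that limit, limit read from the data, passing the limit was not always enough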;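 also: myotubes were challenged with 10 µM simvastatin during compound exposure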
ARNT TACC3 PPI – disrupts binding between human ARNT and TACC3 | inhibition, % at 9.99 µM | 390,000 compounds, 0.66% hits | Q9Y6A5 | AlphaScreen His-ARNT PAS-B/GST-TACC3 binding, luminescence; TACC3 fragment carries E629A point mutation;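 active = mean inhibition of replicates at least 50% and at least half of replicates each reaching 50%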;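 also: 0% = complete ARNT plus TACC3 wells and 100% = ARNT alone without TACC3; many hits fall short of the cut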
Cneo AK release – Cryptococcus neoformans lysis via adenylate kinase release | C. neoformans lysis, adenylate kinase release luminescence, 4 h; normalised: neutral wells 0, clomiphene wells 100 | lysis activity, % at 15 µM | 360,000 compounds, 0.2% hits | AID 651654;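 active = mean lysis activity across replicates of at least 80%, whatever share of replicates individually reach that level; inactive = mean lysis activity below 80%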
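Test system: log-phase Cryptococcus neoformans yeast cells; Quantity: yeast cell density of 5 × 10^6 cells/mL; Buffer or medium: YPD; Doses: single compound concentration per well; Timing: 4 h at 37 °C static, read 1 h later; Measured by: AK luminescence; Read-out basis: lysis from increased AK signal; Control set: Clomiphene as positive control.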
* marks the source's active call; other numbers are inactive results; nt = not tested or not shown; [ ] = another dose, or the depositor's remark.

SMILES	miR122 inh	ERp5 block	esBAF inh	SIRT5 block	C2C12 statin	ARNT TACC3 PPI	Cneo AK release
O=C(NCCS(=O)(=O)NCc1ccc(Cl)cc1)c1ccccc1	nt	-4	nt	0	nt	-29	0
COc1ccc(C(=O)CSC#N)cc1OC	nt	2	nt	2	nt	-3	nt
CC(C)=CCc1c(O)cc2c(=O)c3ccc(O)cc3oc2c1O	0	-2	59*	3	24	-16	-1
Cc1cc(C)cc(C(=O)N2CC(C)SC2=Nc2cccc(S(=O)(=O)N(C)C)c2)c1 (stereo unspecified)	nt	4	nt	-4	nt	33	-1
Cc1cc(NC(=O)CSc2nc3ccsc3c(=O)n2NC(=O)c2ccccc2)no1	-6	nt	nt	nt	nt	9	4
O=C(CN(Cc1ccc(Cl)cc1)C(=O)c1csnn1)NCc1ccc(F)cc1	nt	1	-6	-7	21	-4	3
Cn1nc(-c2ccccn2)nc2c(=O)n(C)c(=O)nc1-2	-8	102*	-27	3	nt	67*	-4
O=C(CS(=O)CC(=O)Nc1cccnc1)Nc1ccc(F)cc1 (stereo unspecified)	-1	9	-6	2	3	-5	-3
CCN(CC)CCNC(=O)c1cn(CC)c2ccc(S(=O)(=O)N3CCc4ccccc4C3)cc2c1=O	1	-8	2	-3	-4	-9	-1
Cc1[nH]c(=O)c(C#N)c(C)c1Cl	nt	0	nt	-3	nt	-6	nt
COC(=O)c1ccc(C(=O)OC)c(NC(=O)CSc2nc(-c3ccco3)cc(C(F)(F)F)n2)c1	2	nt	-4	nt	-8	-26	1
COc1cc(/C=C/C(=O)OCC(=O)NCCc2ccc(F)cc2)ccc1OC(F)F	3	-5	-4	nt	2	3	-1
COc1ccccc1NS(=O)(=O)c1cc(C(=O)NCC(c2ccco2)N2CCCCC2)ccc1C (stereo unspecified)	nt	2	-4	7	5	nt	nt
NC1=NC(=O)NC1(c1ccccc1)c1ccccc1	nt	1	nt	-6	nt	-9	nt
O=C(c1nc2ccc(Cl)cn2c1CN1CCCC1)N1CCc2ccccc2C1	nt	-3	-3	2	-3	5	9
COc1ccccc1C/C(N)=N/OC(=O)COc1ccc2ccccc2c1	3	9	6	1	-7	-2	3
Cc1cccc(Cn2c(N(C)Cc3ccccc3)nc3c2c(=O)[nH]c(=O)n3C)c1	7	0	3	-1	6	0	-1
COCCn1c(SCC(=O)NCc2ccc(F)cc2)nc2ccccc21	5	-1	1	1	2	-46	3
Cc1ccc(S(=O)(=O)Nc2c(C)nn(C)c2C)cc1C	nt	1	-7	-3	-1	4	0
O=C(COc1ccc(Cl)cc1)N1CCCCC1	-2	nt	nt	nt	nt	3	0
CC(Oc1cccc(F)c1)c1ccnc2nc(/N=C/N(C)C)nn12 (stereo unspecified)	1	-1	-3	0	3	8	nt
C[C@@H]1CN([C@@H](C)CO)S(=O)(=O)c2ccc(-c3cccc(F)c3)cc2O[C@@H]1CN(C)C	-7[16.7 µM]	1	1	-3	-37	-2	0
CN1/C(=C\C(=O)Nc2cccnc2)c2ccccc2CC1(C)C	-4	2	-34	2	-7	-4	4
CCc1ccc(NC(=O)CSc2nc(N)c(NC(=O)c3ccc(F)c(F)c3)c(=O)[nH]2)cc1	-2	-7	-1	-2	-6	-4	0
C[C@@H]1CN([C@H](C)CO)C(=O)c2cc(NC(=O)CCC(F)(F)F)ccc2O[C@@H](C)CCCCO[C@@H]1CN(C)C(=O)c1ccncc1	15[16.7 µM]	nt	0	nt	nt	2	89*
CCC(C)NC(=O)C1CCN(S(=O)(=O)N2CCC3(CC2)OCCO3)CC1 (stereo unspecified)	nt	5	nt	1	nt	-3	nt
O=C(Nc1cccc(N2C(=O)C3C4C=CC(C4)C3C2=O)c1)c1cccs1 (stereo unspecified)	3	2	nt	1	nt	-2	nt
O=C(NNS(=O)(=O)c1ccc(F)cc1)c1ccc(O)cc1	-4	1	-6	1	2	2	0
O=C(CSc1nnc(-c2ccccn2)o1)Nc1ccccc1F	nt	-2	-9	-2	-8	59*	0
COc1ccccc1-c1cnc2c(c1)C(=O)N([C@H](C)CO)C[C@H](C)[C@H](CN(C)CC1CCCC1)O2	-7[16.7 µM]	-3	-3	-5	2	-4	6
CCOC(=O)c1ccc(N2Cc3ccccc3C2=N)cc1	0	nt	17	nt	-4	-4	3
O=C(NCC1CCCO1)c1cc(-c2ccc(F)cc2)no1 (stereo unspecified)	nt	0	27	-3	-10	6	11
C/C(=N\NC(=O)c1cccc(Br)c1)c1cccnc1	0	7	7	0	-2	-1	1
CC(=O)Nc1ccc(/C(C)=N/NC(=O)c2ccccc2Cl)cc1	-2	nt	nt	nt	nt	-1	-2
COc1ccc(Cn2nnnc2C(c2ccccc2)N2CCN(C3CCCC3)CC2)cc1 (stereo unspecified)	0	nt	-3	nt	-20	1	-1
CN(Cc1ccccc1)S(=O)(=O)c1ccc(NS(=O)(=O)Cc2ccccc2)cc1	-21	nt	-5	nt	13	3	0
CC(C)CC#Cc1cnc2c(c1)C(=O)N([C@@H](C)CO)C[C@H](C)[C@@H](CN(C)CC1CCOCC1)O2	0[16.7 µM]	1	-3	1	8	-5	-5
NC(=O)CN1CCCN(S(=O)(=O)c2ccc(Br)cc2)CC1	1	nt	-8	nt	nt	35	2
Cc1cc(NC(=O)CCC(=O)N(CC(=O)NCC2CCCO2)c2ccc(F)c(Cl)c2)no1 (stereo unspecified)	-1	1	-7	2	-15	-2	-1
Cc1cc(C)c2c(c1)C1(OCCO1)C(=O)N2	12	-2	2	-3	-7	-1	0
COc1ccc(Br)c(C(=O)N2CCN(S(=O)(=O)c3cccs3)CC2)c1	nt	4	nt	1	nt	1	nt
O=C(C[n+]1cc(Br)cc2ccccc21)c1ccc(F)cc1	6	2	1	-7	9	-3	-2
O=S(=O)(Nc1cccc(S(=O)(=O)N2CCCC2)c1)c1ccccc1F	9	0	-7	7	6	-17	4
C[C@@H]1CN([C@@H](C)CO)S(=O)(=O)c2ccc(C#Cc3cccnc3)cc2O[C@H]1CN(C)C(=O)Nc1ccc2c(c1)OCO2	16[16.7 µM]	1	-13	8	-71	3	-2
Cc1ccccc1S(=O)c1ccccc1C(=O)O (stereo unspecified)	nt	3	nt	-2	nt	0	nt
O=C(Nc1ccccc1C(=O)NCC1CCCO1)c1ccccc1F (stereo unspecified)	3	3	-6	-2	9	0	-1
Nc1ccccc1C(=O)NCCCN1CCOCC1	0	1	6	-12	7	2	-1
CC(=O)N1CCc2cc(S(=O)(=O)CCC(=O)NCc3cccs3)ccc21	1	-7	-11	-4	nt	nt	0

Retrieved by compound from the list above:
SMILES	miR122 inh	ERp5 block	esBAF inh	SIRT5 block	C2C12 statin	ARNT TACC3 PPI	Cneo AK release
CC(C)CC#Cc1cnc2c(c1)C(=O)N([C@@H](C)CO)C[C@H](C)[C@@H](CN(C)CC1CCOCC1)O2	0[16.7 µM]	1	-3	1	8	-5	-5
Nc1ccccc1C(=O)NCCCN1CCOCC1	0	1	6	-12	7	2	-1
COc1ccc(Br)c(C(=O)N2CCN(S(=O)(=O)c3cccs3)CC2)c1	nt	4	nt	1	nt	1	nt

The list goes on.
SMILES	miR122 inh	ERp5 block	esBAF inh	SIRT5 block	C2C12 statin	ARNT TACC3 PPI	Cneo AK release
Cc1cc(NCc2ccccc2)c2ccccc2n1	0	3	3	nt	-14	1	-3
CCc1nnc(NC(=O)c2c(-c3ccccc3)noc2C)s1	4	4	2	-6	1	-4	-2
CCOC(=O)CNC(=O)CSc1nnnn1-c1ccc(C)c(C)c1	5	nt	-1	nt	-4	-4	-12
NC1=NC[C@H](Cc2ccc(O)cc2)N1CC1CCCCC1	-3	-2	0	nt	3	4	-1
CCOC(=O)C(=Cc1c[nH]c2ccc(S(=O)(=O)N(C)C)cc12)C(=O)OCC	-8	1	11	-3	-2	21	-4
Cc1[nH]n(C)c(=O)c1N=Nc1ccc(S(C)(=O)=O)cc1	-12	5	-5	2	3	0	6
CCCc1ccc(OC(=O)c2ccc(O)cc2Cl)cc1	-1	6	26	nt	14	-3	-4
O=C(Nc1cnns1)Oc1ccccc1	-5	5	-3	5	-19	nt	-1
Cc1cc(C)c(S(=O)(=O)N2CCOC2CNC(=O)C(=O)NCCc2c[nH]c3ccccc23)c(C)c1 (stereo unspecified)	nt	-1	-3	-2	-18	7	0
O=C(COc1ccccc1Cl)Nc1cc(Cl)ccc1O	nt	6	nt	-10	nt	-3	nt
CCN(CC)C(=O)CSc1nc2c(sc(=S)n2-c2ccccc2)c(=O)n1-c1ccc(OC)c(OC)c1	-22	8	12	2	10	13	0
CC(=O)Nc1ccc2nc(C)n(Cc3ccc(Cl)cc3)c(=O)c2c1	-2	nt	55*	nt	1	1	1
N#C[C@@H]1[C@@H](c2ccc(C#CC3CCCC3)cc2)[C@H](CO)N1C(=O)Nc1ccc(F)cc1	nt	1	4	-3	18	21	1
CCN1[C@@H]2c3ccc(-c4ccccc4)c(=O)n3C[C@@H]2[C@@H](CO)[C@@H]1C(=O)NCC(F)(F)F	3[16.7 µM]	37*	-2	-4	-14	2	2
NC(=O)c1ccc(N=Cc2ccc([N+](=O)[O-])s2)cc1	nt	-6	nt	2	nt	2	nt
C[C@H](CO)N1C[C@H](C)[C@@H](CN(C)Cc2ccncc2)Oc2ccc(NC(=O)C3CC3)cc2C1=O	4[16.7 µM]	nt	-5	nt	-24	nt	nt
COCCn1c(=S)[nH]c2cc(C(=O)NCc3ccc(F)cc3)ccc2c1=O	-1	-1	-8	-3	-12	nt	-1
Cc1ccc(-n2nnc3c(=O)n(Cc4cc(C)ccc4C)cnc32)cc1	3	nt	3	nt	-42	2	-1
COc1cccc(CC(=O)OCC(=O)NC2CCCC2)c1	nt	-16	2	0	-1	nt	-1
CCCCn1c(N)c(N(CC(C)C)C(=O)c2ccc(OCc3c(C)noc3C)cc2)c(=O)[nH]c1=O	nt	0	0	-2	-11	-29	1
CC(C)C(=O)NC(=S)Nc1ccc(S(=O)(=O)N(C)C)cc1	nt	-4	nt	5	nt	-7	nt
O=C(CN1C(=O)NC2(CCOc3ccccc32)C1=O)c1ccc(F)c(F)c1 (stereo unspecified)	nt	2	nt	-1	nt	-7	nt
CN1CCN(C(=O)[C@@H]2[C@@H](CO)[C@@H]3Cn4c(ccc(C5=CCCCC5)c4=O)[C@H]2N3S(C)(=O)=O)CC1	nt	1	-4	-30	-19	0	0
N#CCN1CCC2(O)CCCCC2C1c1ccc2c(c1)OCO2 (stereo unspecified)	-1	0	0	nt	-11	5	nt

Arranged by SMILES length (highest first): some entries from above
SMILES	miR122 inh	ERp5 block	esBAF inh	SIRT5 block	C2C12 statin	ARNT TACC3 PPI	Cneo AK release
N#C[C@@H]1[C@@H](c2ccc(C#CC3CCCC3)cc2)[C@H](CO)N1C(=O)Nc1ccc(F)cc1	nt	1	4	-3	18	21	1
CCCCn1c(N)c(N(CC(C)C)C(=O)c2ccc(OCc3c(C)noc3C)cc2)c(=O)[nH]c1=O	nt	0	0	-2	-11	-29	1
O=C(CN1C(=O)NC2(CCOc3ccccc32)C1=O)c1ccc(F)c(F)c1 (stereo unspecified)	nt	2	nt	-1	nt	-7	nt

New compounds follow:
SMILES	miR122 inh	ERp5 block	esBAF inh	SIRT5 block	C2C12 statin	ARNT TACC3 PPI	Cneo AK release
COc1ccc(CCNC(=O)C2CCN(S(=O)(=O)c3ccc(SC)cc3)CC2)cc1	nt	-1	-2	-1	-2	-4	0
O=C(NCCCN1CCOCC1)C(=O)NCc1ccccc1	nt	2	nt	0	nt	4	nt
Cc1cc(NC(=O)COC(=O)c2cccc(S(=O)(=O)N(C)C3CCCCC3)c2)no1	4	0	-18	0	-16	-1	nt
CCN(CC)c1ccc2oc(=O)c(C)nc2c1	nt	0	-30	-4	48	2	-1
CC(C)OCCCNc1nc(Cl)nc2c1cnn2C	-5	3	2	nt	2	-4	0
O=C1N[C@H](Cc2ccccc2)COCn2nncc2CC[C@H]1Cc1ccccc1	nt	-2	nt	-9	nt	nt	1
CCCNC(=O)CCn1cc(-c2ccc(OC)cc2)nc1-c1ccncc1	-2	-4	-3	nt	4	-4	2
CC(=O)N1C[C@H]2[C@@H](c3ccccc31)[C@H](CO)N2C(=O)CC1CC1	7[16.7 µM]	-1	6	2	-5	-2	2
COc1ccc(-c2cc(=O)oc3cc(OCC(=O)NCCCn4ccnc4)ccc23)cc1	-1	0	9	1	-3	11	-1

Assay outcomes as filed in PubChem.
